MEKK2wt PB1 HTS – modulators of MEK5 binding to wildtype MEKK2, primary screen, biochemical, multiplex bead flow cytometry, Alexa488-MEK5. Mitogen-activated protein kinase kinase kinase 2 (Homo sapiens), Q9Y2U5. Alexa488-MEK5 binding to MEKK2 WT; actives lie on both sides. binding response (% of control), % at 10 µM. hit rate 1.1% among 290,000; in the data active means binding response below about 67% or above about 130%
OXTR agonist – human OXTR agonists, primary screen, fluorescence, CHO-OTR cells, Fluo-8 calcium. hit rate 0.32% among 320,000. activation, % at 3 µM. Fluo-8 calcium fluorescence; normalized: DMSO 0%, oxytocin 100%. Oxytocin receptor (Homo sapiens), P30559. AID 2435, 2010;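 active means activation above the mean of all tested compounds plus 3 SD, cutoff set per screening run, cut at about 20% in these data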;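 further: peak over basal fluorescence ratio from a 100 s FLIPR kinetic read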
PHOSPHO1 block – PubChem AID 1565. Phosphoethanolamine/phosphocholine phosphatase (Homo sapiens), Q8TCT1. recombinant PHOSPHO1, absorbance phosphatase assay. inhibition, % at 13.3 µM. hit rate 1.1% among 290,000; in the data active means inhibition above about 60%
Target sequence (Q8TCT1 whole entry, looked up): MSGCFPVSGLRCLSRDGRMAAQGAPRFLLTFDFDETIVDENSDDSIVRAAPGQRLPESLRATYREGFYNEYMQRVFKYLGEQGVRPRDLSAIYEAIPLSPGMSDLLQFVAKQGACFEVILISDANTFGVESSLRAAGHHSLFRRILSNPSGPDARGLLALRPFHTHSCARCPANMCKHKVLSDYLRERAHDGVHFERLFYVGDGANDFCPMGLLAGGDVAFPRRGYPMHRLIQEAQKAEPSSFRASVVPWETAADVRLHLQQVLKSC
GPR7 antag – GPR7 receptor antagonists, primary screen, cell-based, fluorescence, single concentration; GPR7-expressing cells, fluorescence antagonist assay; inhibition, % at 4.4 µM; hit rate 1.1% among 290,000; Neuropeptides B/W receptor type 1 (Homo sapiens), P48145; in the data active means inhibition above about 16%, passing the limit was not always enough;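 further: cells stimulated with the agonist NPW; 0% = agonist with vehicle and 100% = vehicle without agonist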
Target sequence (P48145 whole entry, looked up): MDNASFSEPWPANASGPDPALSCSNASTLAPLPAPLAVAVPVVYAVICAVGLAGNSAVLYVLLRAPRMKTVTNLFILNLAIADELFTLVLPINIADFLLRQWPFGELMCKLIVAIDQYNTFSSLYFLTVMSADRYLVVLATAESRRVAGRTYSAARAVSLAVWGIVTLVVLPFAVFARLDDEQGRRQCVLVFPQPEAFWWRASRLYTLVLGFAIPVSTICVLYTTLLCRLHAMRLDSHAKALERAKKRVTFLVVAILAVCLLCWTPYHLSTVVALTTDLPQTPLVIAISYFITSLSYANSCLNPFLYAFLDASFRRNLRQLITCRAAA
V1aR counter – agonists of human V1a receptor, primary screen, counter-screen for OXTR agonist project, fluorescence, CHO-V1R cells; Vasopressin V1a receptor (Homo sapiens), P37288; Fluo-8 calcium fluorescence, agonist mode; 0% DMSO, 100% 3 nM vasopressin; activation, % at 3 µM; hit rate 0.25% among 320,000; AID 2797, 2010;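 active means activation above the mean activation of all tested compounds plus 3 SD, per screening run, cut at about 20% in these data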;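 further: signal is peak over basal fluorescence ratio across a 100 second FLIPR read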
MEKK2 mut-MEK5 – MEK5 binding signal on mutant MEKK2 PB1, primary screen, biochemical, multiplex bead flow cytometry, Alexa488-MEK5; percent response, % at 10 µM; hit rate 0.35% among 290,000; Alexa488-MEK5 binding to MEKK2 mutant; in the data active means percent response above about 24%, passing the limit was not always enough; further: inactives centre near 1; some results filed as inactive read as strong as hits; reference of the scale not given here
GalR3 antagonist – GalR3 antagonists in HEK293 cells, primary screen, cell-based, fluorescence readout; HEK293 GalR3-CNG cAMP membrane potential fluorescence; galR3 body fused to GalR1 C-terminus; Galanin receptor type 3 (Homo sapiens), O60755; inhibition, % at 3 µM; hit rate 0.44% among 360,000;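 active means inhibition above the screen-wide average plus 3 SD, cut at about 13% in these data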;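 further: forskolin and galanin both at EC90 stimulate the cells; cAMP rise reported by CNG channel membrane potential dye signal; 0% = forskolin plus galanin with DMSO and 100% = forskolin alone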
Target sequence (O60755 1-299 limits assumed): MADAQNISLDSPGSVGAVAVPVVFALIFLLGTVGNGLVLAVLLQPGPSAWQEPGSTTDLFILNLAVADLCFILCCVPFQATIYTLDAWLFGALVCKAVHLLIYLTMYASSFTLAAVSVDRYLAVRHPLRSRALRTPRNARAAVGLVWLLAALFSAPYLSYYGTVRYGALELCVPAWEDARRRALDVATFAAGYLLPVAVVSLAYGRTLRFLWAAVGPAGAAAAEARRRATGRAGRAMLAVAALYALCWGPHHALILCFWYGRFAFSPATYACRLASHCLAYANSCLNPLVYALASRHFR
MEKK3 PB1 HTS – modulators of MEKK3-MEK5 PB1 binding, primary screen, biochemical, wildtype MEKK3, multiplex bead flow cytometry, Alexa488-MEK5. bead-based flow cytometry, Alexa488-MEK5 binding to MEKK3; actives lie on both sides; 0 = blocked by unlabeled MEK5, 100 = vehicle. binding response (% of control), % at 10 µM. hit rate 1.4% among 290,000;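 active means binding response more than 3 SD above or below the average of its plate-row segment, actives on both sides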;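 further: Alexa488 bead fluorescence after subtracting the streptavidin-only scavenger bead signal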
NALP1 inh – NALP1 inflammasome inhibitors in reconstituted yeast, colorimetric, S. cerevisiae, triplicate retest | hit rate 0.61% among 280,000 | S. cerevisiae NALP1/ASC/caspase-1 growth, X-gal OD620, 72 h | inhibition, % at 10 µM; in the data active means inhibition mostly above about 24%, no sharp cut-off; inactive means mostly below about 32%; further: some compounds called inactive have numbers as strong as hits
* hit, by the source's call; · = not tested or not shown; [ ] = another dose, or the depositor's remark.

molecule	MEKK2wt PB1 HTS	OXTR agonist	PHOSPHO1 block	GPR7 antag	V1aR counter	MEKK2 mut-MEK5	GalR3 antagonist	MEKK3 PB1 HTS	NALP1 inh
CCOc1ccc(OCCNCc2ccc(OC(C)C(=O)N(C)C)c(OCC)c2)cc1 (configuration not stated)	122	2.1	36	3	5.0	8	-9	101	17
COC(=O)CS(=O)(=O)c1ccsc1C(=O)Nc1ccc(F)c(F)c1	95	0.1	-16	1	1.4	-3	-1	104	0
O=C(CN1CCN(c2ccc(F)cc2)CC1)Nc1ccc(S(=O)(=O)N2CCOCC2)cc1	98	1.3	-9	-17	1.8	-4	-2	98	17
Cc1ccc(-c2nc(N3CCOCC3)sc2C(=O)N2CCCCC2)cc1	94	-1.2	-14	25*	-0.7	-7	-3	97	31
Nc1nc(SCC(=O)N2CCCC2)[nH]c(=O)c1NC(=O)c1cccs1	91	0.3	-7	-17	0.9	-8	-3	90	1
COc1cc(OC)nc(NC(=S)NC(=O)c2ccccc2)n1	95	-1.1	3	-6	-0.4	-2	-3	94	26
CC(C)c1ccc(NC(=O)CSc2nc3ccccc3nc2N2CCCC2)cc1	90	-1.4	15	-16	-0.2	-7	·	100	8
O=C(Nc1ccccc1N1CCN(c2ccccc2)CC1)c1cccc(F)c1	106	-0.7	-7	3	0.2	0	-10	104	3
O=C(N1CCCC1)C12CC3CC(CC(C3)C1)C2	95	-1.4	19	-8	-0.6	1	-6	96	20
CCOC(=O)c1oc2ccccc2c1CN1CC(C)OC(C)C1 (configuration not stated)	105	-1.9	37	3	-0.1	4	-9	103	-6
COCCNCCCOc1ccc(Br)cc1Cl	100	0.8	0	-5	2.5	-1	-8	101	39
O=C(Nc1cccc(F)c1)NC1CCCCC1	102	1.2	15	-12	0.8	8	2	99	24
Cc1cccc(NC(=O)c2ccc3c(c2)CCN3S(C)(=O)=O)c1	102	·	24	-15	·	1	-6	101	12
Cc1ccc2nc(-c3cccc(Br)c3)cc(C(=O)NCC3CCCO3)c2c1 (configuration not stated)	99	-1.5	29	-26	0.0	0	2	102	4
Cc1ccc(Cl)cc1NC(=O)Cn1cc(C(F)(F)F)cc(Cl)c1=O	104	0.2	-20	-4	1.9	-1	-3	119	-28
CC(C)Oc1ccccc1-c1nc(SCC(=O)O)n[nH]1	109	1.0	-17	-7	1.9	8	-4	106	22
O=C(OCC(=O)N1CCCC1)c1ccco1	96	0.8	10	-11	0.8	-2	-2	88	-7
CC(NC(=O)COC(=O)c1ccc2c(c1)S(=O)(=O)N=C1CCCCCN12)C12CC3CC(CC(C3)C1)C2 (configuration not stated)	109	-1.0	-15	-6	0.0	19	-3	105	28
CCOC(=O)CNC(=O)c1ccc2c(c1)OCCO2	107	-0.2	-10	-14	0.8	7	3	105	22
COc1cc(Cl)c(NS(=O)(=O)c2cc3[nH]c(=O)c(=O)[nH]c3cc2C)c(OC)c1	87	1.2	33	1	3.4	-4	-1	90	10
O=C(Nc1ccc2c(c1)OCO2)c1ccc(Br)c(S(=O)(=O)N2CCCC2)c1	111	0.3	6	3	3.5	4	-4	118	12
C/C=C(\C)C(=O)NCCN1C2=NC[C@@H](Cc3ccccc3)N2C[C@@H]1Cc1ccc(OC)cc1	133	-0.7	·	·	-0.1	6	-4	91	·
N/C(Cc1ccc(Cl)cc1Cl)=N\OC(=O)Cc1cccs1	108	-2.8	-4	-9	-1.4	-1	-11	105	-5
CCc1ccc(S(=O)(=O)NCCc2csc(C)n2)s1	94	-0.4	15	-8	0.4	-6	-3	97	2
Nc1cc(-c2ccccc2)n2c(n1)nc1ccccc12	103	13	23	-19	-2.5	2	-4	102	·
CC(C)(C)NS(=O)(=O)c1cccc2nsnc12	112	-0.9	·	-4	0.7	5	·	110	·
CCc1ccccc1N(CC(=O)NCC1CCCO1)C(=O)CCC(=O)Nc1nccs1 (configuration not stated)	102	0.6	19	-2	-0.3	4	-9	103	5
Cc1ccc2nc(NC(=O)C3CCN(S(=O)(=O)c4cccnc4)CC3)sc2c1	106	19	4	-7	14	12	0	104	-1
COc1cccc(C(=O)COC(=O)c2ccc(NC(C)=O)cc2)c1	98	0.9	-23	-1	1.4	-1	-2	95	6
O=C(CN1C(=O)NC(Cc2c[nH]c3ccccc23)C1=O)NCC(F)(F)F (configuration not stated)	106	-0.5	28	-4	1.2	5	-8	103	-2
COc1ccc(C)cc1NC(=O)CN(c1ccc(C)cc1)S(C)(=O)=O	94	-1.5	30	19	-0.3	-2	-2	92	2
Cc1nn(CC(=O)NC(C)C)c(C)c1[N+](=O)[O-]	79	0.4	-1	2	0.1	-8	6	69*[inhibitor]	21
COc1ccc(N2CC(C(=O)N/N=C/c3ccccc3)CC2=O)cc1 (configuration not stated)	99	-1.7	43	2	-1.0	1	-9	102	-5
COc1ccc(NC(=O)c2csc(Cc3ccc(Cl)cc3)n2)cc1	98	-1.3	38	12	-0.6	-4	4	106	12
Cc1cc(C)c(C2=Nn3c(C)nnc3SC2C)cc1C (configuration not stated)	94	-0.1	13	-2	1.4	-5	-5	100	0
CCOc1ccc(CCNC(=O)Cn2ncn3nc(-c4ccc(OC)cc4)cc3c2=O)cc1OCC	100	1.5	32	-6	2.9	3	-6	102	14
Cc1cccc(NC(=O)CN2NS(=O)(=O)c3ccccc3C2=O)c1	96	0.5	8	-3	-1.0	0	-4	100	-11
COc1ccc(NC(=O)C2CC(=O)N(c3cc(C)ccc3C)C2)cc1 (configuration not stated)	104	-0.3	24	-14	0.6	3	-1	101	10
O=C(/C=C/c1ccc[nH]1)c1ccccc1	104	-0.1	12	10	1.3	-41	-6	114	-46
O=C(CCc1nc2ccccc2[nH]1)NC1CCCCC1	100	0.7	-10	-11	0.2	-1	6	100	14
Cc1ccc(C(=O)NCCc2sc(C)nc2C)cc1	118	-0.4	-1	-1	2.6	29	0	108	26
O=S(=O)(c1ccc(Cl)cc1)N1CCN(C2CCCCCC2)CC1	100	-0.9	1	3	0.0	6	-3	100	24
CCOc1ccc(NC(=O)c2ccc(NC(=O)C3CCCO3)cc2)cc1 (configuration not stated)	101	2.3	9	-7	1.9	-2	-9	102	18
COCCN(C(=O)COC(=O)c1oc2ccc(OC)cc2c1C)c1c(N)n(Cc2ccccc2)c(=O)[nH]c1=O	109	0.1	22	-17	-0.2	8	2	106	23
COc1ccc(OCC(O)CN2CCNCC2)cc1 (configuration not stated)	107	·	34	1	·	1	-11	102	16
CC(NC(=O)c1ccc(Cl)cc1)C1CC2CCC1C2 (configuration not stated)	107	-2.0	14	-13	-1.5	12	-12	103	-1
CCC(C(=O)OCC(=O)Nc1ccc(C(N)=O)cc1)c1ccccc1 (configuration not stated)	98	4.0	24	-6	4.3	-2	-5	100	2
CS(=O)(=O)N(CC(=O)Nc1ccccc1-c1ccccc1)c1cccc(F)c1	106	-2.0	46	-2	-1.1	9	-6	106	4
NS(=O)(=O)c1ccc(NC(=O)c2ccc3c(c2)CCCC3)cc1	101	-0.6	41	-8	0.5	0	2	101	11
C[C@]12C=CC(=O)C=C1CC[C@@H]1[C@@H]2C(=O)C[C@@]2(C)[C@H]1CC[C@]2(O)C(=O)COC(=O)CCC(=O)O	112	-0.5	25	-4	0.1	6	-7	108	6
COC(=O)c1ccc(NC(=O)c2cccc(N3C(=O)C4C5C=CC(C6CC56)C4C3=O)c2)cc1 (configuration not stated)	100	5.0	30	4	5.8	0	-2	102	16
Cc1ccc(NC(=O)COC(=O)c2ccc3c(c2)C(=O)N(CCc2ccccc2)C3=O)c(C)c1	88	0.1	37	-7	0.4	-3	4	85	4
O=C(NCCc1ccccc1)C(=O)NCC1OCCN1S(=O)(=O)c1ccc([N+](=O)[O-])cc1 (configuration not stated)	90	0.4	-4	13	1.5	-7	0	97	19
CC(C)CC(NC(=O)c1ccc(C#CC(C)(C)O)s1)C(=O)O (configuration not stated)	107	-0.6	5	-6	0.7	-3	-2	98	0
O=S(=O)(NCC1CCCO1)c1ccc(Br)s1 (configuration not stated)	104	-1.0	22	-11	0.0	1	3	101	30
Cc1nc2cc(NC(=O)c3ccc([N+](=O)[O-])s3)ccc2s1	106	4.3	9	-15	7.7	7	-3	102	13
COc1ccc(C2=CC(=O)CC(c3ccccc3)C2)cc1 (configuration not stated)	88	-0.1	13	9	-0.2	-4	-2	86	-3
CC1CCN(S(=O)(=O)c2cccc(C(=O)NCc3ccco3)c2)CC1	105	-1.1	0	-11	0.5	2	-5	94	-4
Cc1cc(SCC(=O)c2ccccc2)n2nc(C)nc2n1	99	0.5	7	-11	0.8	-2	-4	99	-24

High-throughput results (PubChem)

Rows were taken by chance. About 5.4% of those tested had a hit in this group.
